Screening results from PubChem BioAssay.
Hep lipid drop: modulators of hepatic lipid droplet formation; AML12 mouse hepatocytes, oleate lipid droplets, BODIPY imaging; inhibition, % at 6.5 µM; actives 0.4% (n = 240,000); AID 1656;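 active = lipid droplet intensity inhibited by at least 50%, with more than 500 cells counted; inconclusive = wells with under 300 cells, treated as cytotoxic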
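Assay system: AML12 hepatocytes (mouse); Probe or stimulus: oleic acid at 100 µM to induce lipid droplet formation; Dosing: compound at 6.5 µM only; Schedule: compound with oleate, overnight; Detection: fluorescence imaging, 20x objective, two fields per well; Measure: % inhibition of lipid droplet signal.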
T cell HTS: modulates CD8 T cell binding to vesicles; 2C CD8+ T cell-vesicle binding, flow cytometry; stronger effect = lower value; calls only at 7 µM; actives 0.068% (n = 330,000);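 active = response, share of CD8 T cells binding vesicles, and their 90th percentile fluorescence all below set limits, cut at about 80% in these data, passing the limit was not always enough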
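Material: 2C TCR transgenic mouse naive CD8+ T cells, MACS-purified. Also added: QL9-charged Drosophila Ld/ICAM-1/B7-1 vesicles. Timing: binding 1.5 h at 37 °C. Measured by: high-throughput flow cytometry with anti-B7-1 and anti-CD8 staining. Read-out: percent CD8+ FL2 mean versus row control. Controls: Unloaded micro-vesicles (low), QL9 vesicles with 0.7% DMSO (high).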
Hep lipid drop cells 6.5 µM: also measured in Hep lipid drop; calls as there; cell count; measured here: cell count, cytotoxicity flag;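 cells counted across two imaged fields per well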
T cell HTS vesicle-bound %: further read-out of T cell HTS, marked with its call; double positive events, %; measured here: CD8+ vesicle-bound cell fraction;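 binding gate set so that unloaded-vesicle control wells show 10% double positive cells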
* = called active by the depositor; i = inactive; ? = inconclusive; . = no result given.

| Compound | Hep lipid drop | T cell HTS | T cell HTS vesicle-bound % | Hep lipid drop cells 6.5 µM |
| --- | --- | --- | --- | --- |
| COC(=O)[C@@H](Cc1ccc(O)cc1)NC(=O)[C@H]1CCC(=O)N1C(=O)OCc1ccccc1 | -4 | i | 24 | 766 |
| Cc1onc(-c2c(F)cccc2Cl)c1C(=O)NC1CCCCCC1 | -10 | i | 18 | 851 |
| CC(C)C(NS(=O)(=O)c1cccc2nsnc12)C(=O)NC1CCCCC1C (stereo unspecified) | 9 | i | 33 | 656 |
| O=C(NCCCN1CCOCC1)C(c1ccccc1)c1ccccc1 | -2 | i | 58 | 815 |
| CCC(C(=O)Nc1c(C)cc(C)cc1C)N1CCCCCC1 (stereo unspecified) | -3 | i | 14 | 854 |
| CSc1ccc(-c2sc(Nc3cccc4ccccc34)n[n+]2-c2ccccc2)cc1 | 1 | i | 15 | 720 |
| O=C(c1ccccc1)N1CCC(CC2CC(c3ccc(Cl)cc3)=NO2)(C(=O)NCC2CCCCC2)CC1 (stereo unspecified) | -15 | i | 47 | 817 |
| COc1cccc(/C=C2\SC(=S)N(CCCC(=O)N3CCCCC3)C2=O)c1 | -6 | i | 57 | 833 |
| O=C(c1ccc(=O)[nH]c1)N1CCN(S(=O)(=O)c2cc(C(F)(F)F)ccc2Cl)CC1 | -2 | i | 50 | 845 |
| CCCCN(CCCC)CCNC(=O)c1cn(C)c2ccc(S(=O)(=O)N3CCCC3)cc2c1=O | 13 | i | 54 | 739 |
| COc1ccc(C(=O)NC2CCN(CC(=O)N3CCCCC3)CC2)cc1 | -1 | i | 43 | 825 |
| Cc1cc(C)c(C)c(S(=O)(=O)NC2CCCCC2)c1C | -11 | i | 64 | 703 |
| CCOC(=O)CC1(NC(=O)C2CCC(=O)N(C3CC3)C2)CCCCC1 (stereo unspecified) | 6 | i | 11 | 723 |
| Cc1cc(C)cc(NC(=O)C2CCCN(c3ncccn3)C2)c1 (stereo unspecified) | 11 | i | 19 | 825 |
| Cc1ccsc1C(=O)N1CCc2ccccc2C1 | -8 | i | 15 | 667 |
| COc1ccc(/C=N/NC(=O)c2nnn(-c3nonc3N)c2-c2cccc(OC)c2)cc1 | -11 | i | 44 | 724 |
| CCNC(=O)COc1ccc(F)cc1C(=O)c1cnn(-c2ccccc2)c1 | 17 | i | 42 | 779 |
| C=CCn1c(SCc2cccc(OC)c2)nnc1-c1ccncc1 | -2 | i | 65 | 795 |
| CCOC(=O)CNC(=O)Cn1cnc2c(nnn2-c2cccc(OC)c2)c1=O | -12 | i | 14 | 801 |
| CN(CC(=O)Nc1ccccc1Br)C(=O)c1ccncc1 | -33 | i | 69 | 674 |
| O=C(c1ccco1)N1CCCC(c2nc3c(nnn3Cc3ccccc3)c(=O)[nH]2)C1 (stereo unspecified) | 21 | i | 8 | 851 |
| Cc1ccsc1C(=O)NN=C1CCCCCC1 | 5 | i | 15 | 844 |
| CCN(Cc1ccccc1)S(=O)(=O)c1ccc(C(=O)N(CCCN(C)C)c2nc3c(F)cccc3s2)cc1 | -2 | i | 76 | 813 |
| CC(C)(C)OC(=O)N1CCC(Cc2cc(-c3ccccc3)no2)(C(=O)O)CC1 | 4 | i | 42 | 760 |
| O=C(NCCc1ccccc1)C1CCC(=O)N(Cc2ccc(Cl)cc2)C1 (stereo unspecified) | -6 | i | 64 | 870 |
| Cc1ccccc1C(=O)Nc1cccc(C(=O)Nc2ccccc2C(=O)O)c1 | -1 | i | 60 | 805 |
| Cc1nn(-c2ccccc2)c2c1c(C)c(CCC(=O)N1CCOCC1)c(=O)n2C | -3 | i | 13 | 732 |
| S=C(NCCNC(=S)Nc1ccccc1Cl)Nc1ccccc1Cl | -12 | i | 20 | 809 |
| COC(=O)C1=C(CS(=O)(=O)c2ccccc2)NC(=O)NC1c1ccc(O)cc1 (stereo unspecified) | -19 | i | 47 | 741 |
| COc1ccc(S(=O)(=O)CCc2nnc(NC(=O)c3ccc(F)cc3)s2)cc1 | -12 | i | 26 | 719 |
| Cc1nc(C)c(-c2ccc(SCc3ccc([N+](=O)[O-])cc3)nn2)s1 | 13 | i | 34 | 706 |
| Cc1cccc(C)c1NC(=O)C1C2C=CC(C2)C1C(=O)O (stereo unspecified) | -5 | i | 12 | 769 |
| CCOc1ccc(N/C(N)=N/c2nc(C)c(C)c(=O)[nH]2)cc1 | -2 | i | 64 | 825 |
| COc1cc(/C=C2\SC(=S)N(CCC(=O)Nc3ccccn3)C2=O)cc(OC)c1OC | 25 | i | 37 | 863 |
| Cc1ccc(NC(=O)c2nc(S(=O)(=O)Cc3ccccc3)ncc2Cl)cc1 | -11 | i | 14 | 738 |
| Cc1occc1-c1nnc(SCC(=O)NC2CCCC2)n1C | 18 | i | 17 | 731 |
| CCCCCCCNC(=O)C1(CC2CC(c3ccc(Cl)cc3)=NO2)CCN(C(=O)CCCCCBr)CC1 (stereo unspecified) | -5 | i | 17 | 808 |
| O=C(O)c1cccc(C(=O)O)c1 | -2 | i | 27 | 848 |
| Cc1onc(-c2ccccc2Cl)c1C(=O)NCc1ccccc1F | -8 | i | 11 | 814 |
| Cc1ccccc1S(=O)(=O)Cc1ccc(C(=O)NCCCN2CCCC2)o1 | 12 | i | 10 | 691 |
| CCC1CCCCN1C(=O)c1ccc(OC)c(OC2CCN(C(C)C)CC2)c1 (stereo unspecified) | 6 | i | 10 | 741 |
| O=C(CSCc1c(F)cccc1Cl)NNC(=S)NC1CCCCC1 | -1 | i | 71 | 688 |
| CCCOc1ccc(/C=C/C(=O)NC2CCCCC2)cc1 | -6 | i | 37 | 779 |
| CC(C)Cc1nnc(NC(=O)CCC(=O)NC2CC2)s1 | -8 | i | 15 | 751 |
| CC(C)[C@H](NC(=O)N1CC(=O)Nc2ccccc21)C(=O)N[C@H](C(=O)O)c1ccccc1 | -3 | i | 2 | 699 |
| O=[N+]([O-])c1ccc(OCCn2cncn2)cc1 | 1 | i | 53 | 700 |
| CC(C)OCCCNC(=O)c1ccc(CS(=O)(=O)c2cccc(C(F)(F)F)c2)o1 | -1 | i | 55 | 411 |
| CCOc1ccccc1N1CCN(C(=O)NC(C)c2ccc(F)c(F)c2)CC1 (stereo unspecified) | -8 | i | 21 | 831 |

Random excerpt: 2 entries already listed
| Compound | Hep lipid drop | T cell HTS | T cell HTS vesicle-bound % | Hep lipid drop cells 6.5 µM |
| --- | --- | --- | --- | --- |
| CC(C)C(NS(=O)(=O)c1cccc2nsnc12)C(=O)NC1CCCCC1C (stereo unspecified) | 9 | i | 33 | 656 |
| CCOC(=O)CC1(NC(=O)C2CCC(=O)N(C3CC3)C2)CCCCC1 (stereo unspecified) | 6 | i | 11 | 723 |

(next part)
| Compound | Hep lipid drop | T cell HTS | T cell HTS vesicle-bound % | Hep lipid drop cells 6.5 µM |
| --- | --- | --- | --- | --- |
| COC(=O)c1ccc(Nc2ccc3nonc3c2[N+](=O)[O-])cc1 | 0 | i | 30 | 749 |
| CCN(Cc1ccccc1)S(=O)(=O)c1ccc(OC)cc1 | 2 | i | 62 | 859 |
| CC(=O)Oc1cccc(C2C3=C(CC(C)(C)CC3=O)Nc3ccccc3N2C(C)=O)c1 (stereo unspecified) | -10 | i | 48 | 771 |
| Cc1ccc(C2(C)NC(=O)N(CC(=O)N(Cc3ccccc3)C(C)(C)C)C2=O)cc1 (stereo unspecified) | -56 | i | 46 | 789 |
| Cc1ccc(C)c(CSCc2nc3ccccc3[nH]2)c1 | -1 | i | 22 | 768 |
| O=c1cnn(Cc2c(Cl)cccc2Cl)c2ccccc12 | -1 | i | 36 | 764 |
| COc1ccc(S(=O)(=O)N2CCOCC2)cc1NC(=O)c1ccccc1C | 51* | i | 14 | 621* |
| COc1ccc(C)cc1NC(=O)CCCN1C(=O)C(c2ccccc2)Oc2cccnc21 (stereo unspecified) | -3 | i | 16 | 712 |
| CCOC(=O)C1CCN(C(=O)COc2ccc(S(=O)(=O)N3CCOCC3)cc2C)CC1 | -7 | i | 38 | 737 |
| CC(=O)C1=C(O)C(=O)N(c2ccc(O)cc2)C1c1ccccc1[N+](=O)[O-] (stereo unspecified) | 0 | i | 64 | 763 |
| CC(C)CCNC(=O)C1CC(=O)N(CCc2ccccc2)C1 (stereo unspecified) | -9 | i | 27 | 848 |
| CCOc1ccc(NC(=O)CN(C)C(=O)CC2CC3CCC2C3)cc1OCC (stereo unspecified) | -4 | i | 11 | 809 |
| C[C@H](NC(=O)[C@@H]1CSC2c3ccccc3C(=O)N21)C(=O)NCCc1ccc(F)cc1 (stereo partly specified) | ? | i | 1 | . |
| COc1ccccc1CCN1CCCC(CN(C)C(=O)CCC(N)=O)C1 (stereo unspecified) | 0 | i | 53 | 772 |
| CCc1nnc(SCC(=O)Nc2nnc(C)s2)n1CC1CCCO1 (stereo unspecified) | 8 | i | 61 | 876 |
| COc1ccc(OC)c(C2=NS(=O)(=O)N(C)C(C(=O)NCc3ccco3)=C2)c1 | 8 | i | 13 | 730 |
| Cc1c(C(C)(C)C)sc(=NC(=O)c2ccccc2O)n1C | -5 | i | 26 | 830 |
| O=C(Nc1ccccc1)C(Cl)C(=O)c1ccccc1 (stereo unspecified) | 9 | i | 44 | 828 |
| COc1ccccc1-c1nnc(C2CCN(S(=O)(=O)c3cccc([N+](=O)[O-])c3)CC2)o1 | -7 | i | 4 | 728 |
| COc1cccc(NC(=O)C2CCN(C(=O)NC3CCCCC3)CC2)c1 | 24 | i | 59 | 767 |
| CC1(C)Oc2ccc3ccc(=O)oc3c2C(/C=N/O)=C1Cl | -19 | i | 63 | 775 |
| CCCCc1nnc(NC(=O)CN(C)S(=O)(=O)c2ccc(C)cc2)s1 | 0 | i | 15 | 820 |
| Cc1[nH][nH]c(=O)c1N=Nc1ccc(F)cc1 | 12 | i | 24 | 413 |
| CSc1cccc(NC(=O)c2nnn(CC(=O)Nc3cc(C)cc(C)c3)c2N)c1 | 17 | i | 9 | 783 |
| COc1cc(OC)cc(C(=O)N2CCCC(c3nc(-c4ccc(C)o4)no3)C2)c1 (stereo unspecified) | 2 | i | 34 | 722 |
| O=C(OCc1cccc([N+](=O)[O-])c1)c1cccnc1Cl | 9 | i | 31 | 821 |
| COc1ccc(Cn2ccnc2SCC(=O)NC2CCCCC2)cc1 | -12 | i | 14 | 832 |
| O=C(Cc1ccc([N+](=O)[O-])cc1)N/N=C/c1ccccc1F | -14 | i | 23 | 834 |
| COc1ccc(NS(=O)(=O)c2cccc(C(=O)NNC(=O)CNC(=O)c3cccc(C)c3)c2)cc1 | -1 | i | 65 | 818 |
| CCCc1nnc(SCC(=O)Nc2ccccc2F)o1 | 12 | i | 28 | 842 |
| CCN1CCN(c2nc3ccccc3nc2NS(=O)(=O)c2ccc(NC(C)=O)cc2)CC1 | -2 | i | 32 | 724 |
| CCn1c(=O)c2cc(C(=O)NCCC(C)C)sc2c2ccccc21 | 54* | i | 11 | 815* |

Rewritten with values under each structure: 4 of the compounds above
Every second line gives: Hep lipid drop, T cell HTS, T cell HTS vesicle-bound %, Hep lipid drop cells 6.5 µM
> O=C(OCc1cccc([N+](=O)[O-])c1)c1cccnc1Cl
 : 9, i, 31, 821
> COc1ccc(Cn2ccnc2SCC(=O)NC2CCCCC2)cc1
 : -12, i, 14, 832
> O=C(Cc1ccc([N+](=O)[O-])cc1)N/N=C/c1ccccc1F
 : -14, i, 23, 834
> COc1ccc(NS(=O)(=O)c2cccc(C(=O)NNC(=O)CNC(=O)c3cccc(C)c3)c2)cc1
 : -1, i, 65, 818

Later entries.
| Compound | Hep lipid drop | T cell HTS | T cell HTS vesicle-bound % | Hep lipid drop cells 6.5 µM |
| --- | --- | --- | --- | --- |
| CCOc1ccc(NS(=O)(=O)c2c(C(=O)N3CCCCCC3)c(C)n(C)c2C)cc1 | 1 | i | 13 | 731 |
| Cc1ccc(N(C)S(=O)(=O)c2ccc3c(c2)NC(=O)C(C)S3)cc1 (stereo unspecified) | -4 | i | 55 | 721 |
| COc1ccccc1CNC(=O)CNC(=O)c1ccc(Br)o1 | 8 | i | 20 | 786 |
| O=C(NCCc1nc2ccccc2[nH]1)C1CCC(=O)N(CCc2cccc(F)c2)C1 (stereo unspecified) | 2 | i | 61 | 818 |
| CC1CCCC(C)N1CCCNC(=O)c1cc2c(s1)-c1ccccc1OC2 (stereo unspecified) | 10 | i | 10 | 735 |
| COCCNC(=O)CN(C(=O)CCC(=O)Nc1nccs1)c1ccc2c(c1)OCO2 | 18 | i | 11 | 748 |
| Cc1cccc(NC(=O)CCc2nnc3ccc(NCc4ccco4)nn23)n1 | -14 | i | 11 | 644 |
| COCc1ccc(C(=O)N2CCCC(Nc3ccc(C(C)C)cc3)C2)o1 (stereo unspecified) | 8 | i | 5 | 811 |
| COc1ccc(C(=O)NC2CCN(CC(=O)Nc3cccc(OC)c3)CC2)cc1 | 5 | i | 16 | 800 |
| CC(C)(CO)CNC(=O)c1ccc2nc(Cc3cccc(Cl)c3)oc2c1 | -4 | i | 56 | 805 |
| CCN1CCSc2ccc(C(=O)NCc3cccc(F)c3)cc21 | -17 | i | 14 | 721 |
| COC(CNC(=O)c1c[nH]c2ccc(S(=O)(=O)N(C)c3ccc(F)cc3)cc2c1=O)OC | 7 | i | 54 | 861 |
| CCn1cc(CN2CCC(C(=O)Nc3ccc(Oc4ccccc4)nc3)CC2)cn1 | 7 | i | 68 | 644 |

The list is partial; rates above refer to the full screens.
